High-throughput results (PubChem)
RPL19A-GFP yeast – RPL19A-GFP expression modulators in yeast, primary screen, cell-based, S. cerevisiae, multiplex flow cytometry, MLPCN | S. cerevisiae RPL19A-GFP strain, 3 h; stronger effect = lower value | percent response vs DMSO, % at 10 µM | 330,000 tested, 0.3% active;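 active = percent response vs DMSO below 50%; inconclusive = fewer than 70 events counted for the yeast strain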;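 note: median channel GFP fluorescence of the barcoded RPL19A-GFP strain; ratio of sample median GFP to plate DMSO average so 100% = DMSO; lower means less RPL19A-GFP as with rapamycin TOR inhibition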
Efflux pump mplx – inhibitors of Candida efflux pumps in yeast, primary screen, S. cerevisiae, Nile Red, multiplex; S. cerevisiae Candida pump triplex; inhibition, % at 10 µM; 330,000 tested, 0.44% active;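 active = plate passing quality check with inhibition over a set limit, or well fluorescence over plate mean plus 4 SD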;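 note: Nile Red retained in pooled yeast measured as flow cytometry median fluorescence; 0% = buffer negative control and 100% = Enniatin B positive control; higher means more Nile Red kept so more efflux inhibition; some compounds called inactive have numbers as strong as hits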
AHR act – AHR activators, primary screen, cell-based, luminescence, luciferase reporter, human; AHR-responsive luciferase reporter cells; activation, % at 5 µM; 320,000 tested, 2.5% active; in the data active = activation above about 47%;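 note: 0% = vehicle wells and 100% = reference agonist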
Target sequence (P35869 whole entry, looked up): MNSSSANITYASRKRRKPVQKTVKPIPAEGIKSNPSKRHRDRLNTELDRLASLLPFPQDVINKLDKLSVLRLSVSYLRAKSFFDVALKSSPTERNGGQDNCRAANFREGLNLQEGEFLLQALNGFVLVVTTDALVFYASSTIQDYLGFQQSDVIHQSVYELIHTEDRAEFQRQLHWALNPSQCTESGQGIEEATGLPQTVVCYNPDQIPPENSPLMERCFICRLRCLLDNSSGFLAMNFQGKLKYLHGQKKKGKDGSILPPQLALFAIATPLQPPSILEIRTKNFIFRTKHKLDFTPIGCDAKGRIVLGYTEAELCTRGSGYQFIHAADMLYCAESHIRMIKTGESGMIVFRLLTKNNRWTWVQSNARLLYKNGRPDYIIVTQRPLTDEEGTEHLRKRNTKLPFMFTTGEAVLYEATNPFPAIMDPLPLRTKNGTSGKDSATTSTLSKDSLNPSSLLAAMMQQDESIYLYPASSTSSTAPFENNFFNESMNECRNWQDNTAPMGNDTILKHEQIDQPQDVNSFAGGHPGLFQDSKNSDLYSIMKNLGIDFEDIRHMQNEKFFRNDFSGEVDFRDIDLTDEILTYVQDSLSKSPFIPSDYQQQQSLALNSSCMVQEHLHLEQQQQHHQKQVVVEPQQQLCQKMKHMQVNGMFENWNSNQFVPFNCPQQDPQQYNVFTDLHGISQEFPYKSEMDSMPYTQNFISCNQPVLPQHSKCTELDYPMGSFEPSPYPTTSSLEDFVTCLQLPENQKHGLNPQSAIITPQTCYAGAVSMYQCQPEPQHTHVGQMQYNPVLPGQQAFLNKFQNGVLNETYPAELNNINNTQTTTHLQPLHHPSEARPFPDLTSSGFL
LAP4 TOR yeast – modulators of LAP4-GFP expression in yeast, primary screen, S. cerevisiae, multiplex flow cytometry, MLPCN library; 3 h; median GFP as percent of DMSO wells; GFP response vs DMSO, % at 10 µM; 320,000 tested, 0.34% active;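 active = GFP response vs DMSO above a set limit, about the screen mean plus 3 SD, cut at about 150% in these data; inconclusive = under 70 cell events counted for the yeast strain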
CIT2-GFP yeast – modulators of CIT2-GFP expression in yeast, primary screen, S. cerevisiae, GFP fusion, multiplex flow cytometry, MLPCN library | GFP response vs DMSO, % at 10 µM | 320,000 tested, 0.065% active | S. cerevisiae CIT2-GFP strain, 3 h; 100 means same as DMSO wells;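 active = GFP response relative to DMSO above a set limit, near the screen mean plus 3 SD, cut at about 150% in these data; inconclusive = Fewer than 70 cells measured for a yeast strain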;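 note: ratio of well median GFP fluorescence to mean of DMSO wells on the plate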
MEP2 TOR yeast – modulators of MEP2-GFP levels in yeast, primary screen, S. cerevisiae, multiplex flow cytometry, MLPCN library; GFP response vs DMSO, % at 10 µM; 330,000 tested, 0.51% active; AID 2016, 2009; S. cerevisiae MEP2-GFP strain, 3 h; 100% = DMSO control level;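 active = GFP response versus DMSO above a set limit, roughly screen mean plus 3 SD, cut at about 180% in these data; inconclusive = fewer than 70 cells counted for a yeast strain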;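 note: median GFP fluorescence of the barcode-gated MEP2-GFP cells per well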
Yeast superoxide – reduction of superoxide in aged yeast, primary screen, HTS | S. cerevisiae aged cells, superoxide DHE fluorescence; stronger effect = lower value | superoxide response (% of plate mean), % at 10 µM | 330,000 tested, 0.18% active;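 active = superoxide response under a set limit, about three screen SD below normal, cut at about 65% in these data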;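 note: yeast aged for seven days with compound at 30 °C before DHE staining; 100% = average MFI of all compound-treated wells on the plate with controls excluded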
AGP1 TOR yeast – modulators of AGP1-GFP expression in yeast TOR pathway, primary screen, cell-based, multiplex flow cytometry, S. cerevisiae, MLPCN library. 3 h; GFP as percent of DMSO wells. GFP response vs DMSO, % at 10 µM. 320,000 tested, 0.02% active;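 active = GFP response relative to DMSO above a set limit, near screen average plus 3 SD, cut at about 150% in these data; inconclusive = fewer than 70 cells counted for the yeast strain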;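 note: median GFP channel fluorescence of the gated AGP1 strain per well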
* hit, by the source's call; ? = inconclusive; nt = not tested or not shown; [ ] = another dose, or the depositor's remark. Compounds were not picked by outcome, and some 3.9% of all compounds hit somewhere here.

structure	LAP4 TOR yeast	RPL19A-GFP yeast	Efflux pump mplx	Yeast superoxide	AGP1 TOR yeast	MEP2 TOR yeast	CIT2-GFP yeast	AHR act
Cc1nc2sc3c(c2c(=O)[nH]1)CCCCC3	104	111	0.0	97	93	111	110	0
Cn1c(=O)c2c(nc(N3CCNCC3)n2Cc2ccccc2Cl)n(C)c1=O	104	97	-0.1	99	103	99	88	0
CCCC(=O)Nc1nnc(SCC(=O)N2C(C)CCCC2C)s1 (stereo not drawn)	86	97	-0.3	91	86	101	95	-1
Cc1c(C(=O)NN)nc2ccccn12	100	101	0.0	84	102	102	101	35
CCN(C[C@H]1N[C@@](C)(C(=O)OC)[C@H]2C(=O)N(C)C(=O)[C@@H]12)S(=O)(=O)c1ccc(-c2ccccc2)cc1	88	88	-0.2	79	92	87	94	-1
COC(=O)c1cc2oc(C)cc2n1CC(=O)N1CCCc2ccccc21	99	102	0.0	88	102	102	104	2
Cc1cccc(/C=C2\CCC(C3CCCC3)C2=O)c1 (stereo not drawn)	81	106	-0.1	103	89	96	100	4
CC(C)(C)OC(=O)N1CCC[C@H]1c1nnc(SCc2ccccc2F)o1	109	102	0.0	94	nt	110	111	1
CC(C)(C)c1cc(NCCCn2ccnc2)n2ncc(-c3ccc(Cl)cc3)c2n1	147	83	0.4	114	95	108	91	31
CC(OC(=O)c1cc2sccc2n1C)C(=O)NCc1cccs1 (stereo not drawn)	96	92	-0.1	91	93	94	92	1
Cc1nn(-c2ccc(C(F)(F)F)cn2)c(C)c1Oc1ccccc1O	106	107	0.1	81	106	102	109	-1
CC(C)N=c1scc(-c2ccco2)n1/N=C/c1ccc(O)c(O)c1	142	102	0.1	99	94	107	95	12
CC(C)(C)OC(=O)C[C@H]1C/C=C\C[C@H](CC(=O)N(CCO)Cc2ccccc2)C(=O)NC[C@H](c2ccccc2)OC1=O	111	109	0.1	89	116	102	114	-1
CCOC(=O)N1CCC(NC(=O)CCc2c(C)nc3nc(C)nn3c2C)CC1	102	106	0.0	119	108	103	112	-2
COc1ccc(S(=O)(=O)N2CCCCCC2)cc1C(=O)N1CCCC(C(F)(F)F)C1 (stereo not drawn)	100	98	0.1	101	105	103	99	-1
COc1ccc(CC2(CO)CCN(Cc3cnn(-c4ccccc4)c3)CC2)cc1	98	94	-0.2	94	97	106	97	2
CC1Cc2ccccc2N1C(=O)COC(=O)c1ccc(O)cc1 (stereo not drawn)	102	103	0.1	110	114	107	89	1
COc1ccc(OC)c2sc(Cl)nc12	100	93	0.5	111	96	91	92	1
CC(=O)C1=C(C)NC(=O)NC1c1ccc(OC2CCCC2)cc1 (stereo not drawn)	101	104	-0.1	121	110	102	110	-3
CCn1c(CNC(=O)c2cccc(C)c2)nnc1SCC(=O)Nc1nnc(C)s1	97	102	-0.1	109	103	104	108	-2
CCCN1CCN(S(=O)(=O)c2ccc(OC)c(Br)c2)CC1	96	94	0.0	94	97	98	107	-1
COc1ccccc1NC(=S)N(Cc1ccco1)Cc1cc2cc(C)ccc2[nH]c1=O	99	106	0.2	81	108	103	112	71*
Cc1noc(C)c1COC(=O)/C=C/c1ccccc1Cl	111	98	0.0	123	105	100	95	0
Cc1c(C(=O)NCCCn2ccnc2)oc2ccccc12	93	87	-0.3	92	90	104	99	59*
O=C(OCC(=O)N1CCc2ccccc2C1)c1cccnc1Cl	100	93	-0.1	98	95	97	85	1
CCN(CC(=O)NCc1ccc(Cl)cc1)C(=O)c1ccc(S(=O)(=O)NCc2ccco2)cc1	91	99	-0.7	111	98	100	101	-4
Cc1c2cnn(CC(=O)N3CCOCC3)c(=O)c2c(C)n1Cc1ccccc1F	105	97	0.1	102	90	101	95	0
COc1ccccc1S(=O)(=O)Cc1ccc(C(=O)NCC2CCCO2)o1 (stereo not drawn)	113	116	-0.2	92	118	129	124	0
Clc1ccc(C(c2nnnn2C2CCCC2)N2CCSCC2)cc1 (stereo not drawn)	94	93	0.0	80	96	89	99	-1
CC(=O)c1cc2c(cc1NC(=O)Cn1cnc3ccccc3c1=O)OCO2	92	94	-0.2	103	92	96	96	6

In a second layout: entries from further up
Values run as follows: LAP4 TOR yeast, RPL19A-GFP yeast, Efflux pump mplx, Yeast superoxide, AGP1 TOR yeast, MEP2 TOR yeast, CIT2-GFP yeast, AHR act
COC(=O)c1cc2oc(C)cc2n1CC(=O)N1CCCc2ccccc21
  99, 102, 0.0, 88, 102, 102, 104, 2
Cc1cccc(/C=C2\CCC(C3CCCC3)C2=O)c1 (stereo not drawn)
  81, 106, -0.1, 103, 89, 96, 100, 4

(list continues)
structure	LAP4 TOR yeast	RPL19A-GFP yeast	Efflux pump mplx	Yeast superoxide	AGP1 TOR yeast	MEP2 TOR yeast	CIT2-GFP yeast	AHR act
O=C(OCCN1CCCC1=O)c1cncc(Br)c1	118	100	0.1	97	107	112	104	0
CCN1C(=O)N(S(=O)(=O)C(F)(F)F)[C@@H](c2ccccc2)C(C(=O)OC)=C1C	117	123	0.0	94	109	108	99	3
Cc1ccc(C)c(N2N=C(C(=O)N(CC(C)C)c3c(N)n(Cc4ccccc4)c(=O)[nH]c3=O)CCC2=O)c1	95	95	4.3	93	96	93	86	1
O=C(NC1CCCC1)C1CCN(C(=O)c2cccc(Cl)c2)CC1	95	104	-0.1	112	104	106	119	0
O=[N+]([O-])c1ccccc1CNCCCCCO	107	100	0.0	107	88	102	85	4
CC(=O)Nc1ccc2c(c1)ncn2-c1ccccc1	119	98	-0.2	117	111	111	105	1
Cc1cccc(CC(=O)NC2CCS(=O)(=O)C2)c1 (stereo not drawn)	84	94	-0.1	103	96	95	97	-1
Cc1ccc(N/C(=N/S(=O)(=O)c2cccs2)c2ccccc2)c(C)c1	92	103	0.0	99	95	108	100	10
Cc1cc(CN(C)C(=O)CC2C(=O)NCCN2Cc2ccc(F)c(F)c2)on1 (stereo not drawn)	104	101	0.0	93	105	102	101	-1
Cc1ccc(N2CCN(/N=C/c3ccccc3)CC2)cc1	103	101	-0.2	104	100	105	97	-7
CC(C)(C)n1nnnc1C(c1cccs1)N(Cc1ccccc1)Cc1cccnc1 (stereo not drawn)	?	?	0.3	94	?	?	94[may fluoresce red]	4
O=C(NCc1ccccc1)C1=C[C@H](c2coc3ccccc3c2=O)C[C@H](OCCCCO)O1	100	99	-0.2	102	82	95	83	3
O=C(C1CCC(=O)N(C2CCCC2)C1)N1CCN(Cc2cccc(F)c2)CC1 (stereo not drawn)	93	97	0.1	83	93	99	103	0
O=S(=O)(c1ccccc1)N(CC1CO1)c1cccc2ccccc12 (stereo not drawn)	85	105	-0.1	116	101	101	108	-3
Cc1c(NS(=O)(=O)c2cc(C(=O)OCC(=O)N3CCC(C)CC3)ccc2Cl)c(=O)n(-c2ccccc2)n1C	99	96	0.0	106	98	98	99	4
Cc1ccc(CC(=O)N2CCC(c3nc4c(nnn4Cc4ccccc4)c(=O)[nH]3)CC2)cc1	94	97	-0.3	97	98	100	91	0
C[C@H](CO)N1C[C@H](C)[C@@H](CN(C)C(=O)NC2CCCCC2)Oc2c(NS(=O)(=O)c3ccc(F)cc3)cccc2C1=O	91	102	0.0	87	94	98	101	-1
Cc1ccc(S(=O)(=O)N2CCC(C(N)=O)CC2)cc1[N+](=O)[O-]	97	104	0.0	116	106	111	103	0
COc1ccc(/C=C/C(=O)Nc2ccccc2C(=O)N2CCCC2)cc1	91	85	-0.2	126	91	95	100	9
Cc1ccc2c(c1)N(CCC(=O)NCCCN1CCCC1)C(=O)CO2	85	96	0.0	105	96	98	103	-3
FC(F)(F)c1cccc(NCc2cn3cccnc3n2)c1	94	101	-0.2	110	71	98	100	23
CCOC(=O)C1CCCc2c1[nH]c1ccc(Cl)cc21 (stereo not drawn)	108	97	-0.3	89	98	104	97	5
COc1cc(NC(=S)N2CCN(C/C=C/c3ccccc3)CC2)cc(OC)c1	95	95	0.2	106	120	91	93	8
CC(C)(C)NC(=O)CSc1nnc(-c2ccncc2)n1Cc1ccccc1	89	95	0.1	107	97	96	88	1
Cc1ccc(C(=O)N/N=C/c2c(O)ccc3ccccc23)cn1	95	92	0.1	144	92	94	94	28
CC(c1ccccc1)C1C(C#N)=C(N)OC2=C1C(=O)CCC2 (stereo not drawn)	93	99	-0.1	112	102	95	98	2
Cc1cc(F)ccc1NC(=O)Cn1c(C)csc1=O	95	90	0.0	101	93	100	94	-2
CCC(=O)N1CCc2cc(S(=O)(=O)NC(Cc3ccccc3)C(=O)Nc3nccs3)ccc21 (stereo not drawn)	105	107	-0.6	98	102	119	101	0
COc1cccc(CNC(=O)CC2C(=O)NCCN2CCCc2ccccc2)c1 (stereo not drawn)	93	100	0.0	97	97	106	101	3
CNS(=O)(=O)c1cc(OCC(N)=O)c(C)cc1Cl	107	107	-0.1	108	107	100	102	0
CCOC(=O)Cc1csc(NC(=O)CSc2nnc(C)n2C)n1	99	101	0.0	104	102	106	100	5
NC(=O)c1ccc(NC(=O)COC(=O)CC2Sc3ccccc3NC2=O)cc1 (stereo not drawn)	112	104	-0.1	112	108	103	100	13
CCN1C(=NCCc2cccs2)N[C@@H](c2cccs2)C(C(=O)OC)=C1C	96	100	0.0	91	104	106	99	18
